mIDH1 inhibitor – inhibitors of human mutant IDH1 R132H; O75874; IDH1-R132H enzyme, NADPH consumption, diaphorase/resazurin fluorescence; Potency, µM (top dose mostly 76.6 µM), for the others: top-dose activity change, negative = inhibition, actives largely listed as inhibitors; 390,000 tested, 0.093% active; AID 602179; note: potency is the fitted concentration of half-maximal effect; % is set by controls: 0 for no effect and ±100 for the full control effect; nearly all actives have a fitted effect of over 65% in size
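IDH1-R132H (0.5 ug/mL dispensed) in pH 7.5 Tris buffer was preincubated 30 min with compound, then given a substrate mix of 0.016 mM NADPH and 2 mM alpha-KG for 80 min at room temperature; remaining NADPH was read by diaphorase/resazurin fluorescence.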
GLS inhibitor – blocks human kidney-isoform glutaminase activity | O94925 | GLS enzymatic activity, qHTS titration | Potency, µM (highest dose often 45.5 µM), without a hit: top-dose activity change, negative = inhibition, most hits filed as inhibitors | 410,000 tested, 0.21% active | AID 624170; note: potency is the fitted concentration of half-maximal effect; % is set by controls: 0 for no effect and ±100 for the full control effect
Target sequence (O94925 whole entry, looked up, canonical isoform): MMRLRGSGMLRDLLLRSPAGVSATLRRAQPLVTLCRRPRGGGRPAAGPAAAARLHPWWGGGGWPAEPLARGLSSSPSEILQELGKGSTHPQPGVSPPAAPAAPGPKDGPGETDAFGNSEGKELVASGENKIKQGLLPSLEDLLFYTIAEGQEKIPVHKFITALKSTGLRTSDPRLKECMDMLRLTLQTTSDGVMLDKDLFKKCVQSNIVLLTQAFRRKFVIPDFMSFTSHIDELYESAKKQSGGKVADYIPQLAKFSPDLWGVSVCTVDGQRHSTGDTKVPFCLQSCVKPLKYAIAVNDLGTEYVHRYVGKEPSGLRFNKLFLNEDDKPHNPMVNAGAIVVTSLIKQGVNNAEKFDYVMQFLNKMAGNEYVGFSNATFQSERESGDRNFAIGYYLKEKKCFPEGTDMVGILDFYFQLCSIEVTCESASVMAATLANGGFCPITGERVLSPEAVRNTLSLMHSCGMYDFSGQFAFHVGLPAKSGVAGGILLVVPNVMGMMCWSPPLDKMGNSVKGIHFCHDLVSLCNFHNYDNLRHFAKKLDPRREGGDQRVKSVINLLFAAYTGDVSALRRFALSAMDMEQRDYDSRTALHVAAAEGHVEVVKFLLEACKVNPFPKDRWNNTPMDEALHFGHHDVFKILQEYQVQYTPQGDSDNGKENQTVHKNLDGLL
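hKGA in 45 mM KH2PO4 (pH 8.2), 0.02% Tween-20 with compound, then 1mM L-Glutamine (stock as added) plus glutamate oxidase/HRP/Amplex red coupling mix. Fluorescence read initially and after 30 min at RT; signal change reflects glutamate formation.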
PGK inhibitor – inhibitors of T. brucei phosphoglycerate kinase; P07378; PGK/GAPDH coupled, Kinase-Glo luminescence, 60 min; Potency, µM (titrated, usually from 57.5 µM), for the others: at the highest dose activity change, negative = inhibition, usual class: inhibitors; 380,000 tested, 0.043% active; note: potency is the fitted concentration of half-maximal effect; % is set by controls: 0 for no effect and ±100 for the full control effect; nearly all actives have a fitted effect of over 60% in size
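Recombinant glycosomal PGK reaction used 1,3-bisphosphoglycerate generated in-well by GAPDH (100nM final) in 100mM TEA pH 7.6, 5mM MgCl2, 0.01% Tween-20. After 60 minutes at room temperature, ATP was read by Kinase-Glo Plus luminescence end-point.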
HP1b chromo inh – inhibitors of HP1-beta chromodomain binding to methylated histone tails. Potency, µM (series often up to 114 µM), for the others: at the highest dose activity change, negative = inhibition, actives largely listed as inhibitors. AID 540317. AlphaScreen HP1-beta / biotin-H3K9me3 peptide binding. 390,000 tested, 0.56% active. P83916; note: potency is the fitted concentration of half-maximal effect; nearly all actives have a fitted effect of over 70% in size; inactives centre near 23
Target sequence (P83916 whole entry, looked up): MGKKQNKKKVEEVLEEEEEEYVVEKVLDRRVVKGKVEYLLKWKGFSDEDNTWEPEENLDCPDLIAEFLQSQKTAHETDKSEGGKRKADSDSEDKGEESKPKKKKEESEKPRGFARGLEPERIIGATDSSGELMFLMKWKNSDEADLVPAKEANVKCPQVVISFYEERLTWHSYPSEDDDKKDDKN
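Compound inhibition of the preformed complex between 50 nM HP1-beta and 50 nM biotinylated H3K9me3 peptide was read by AlphaScreen. Buffer was PBS pH 7.4 with 0.01% Tween-20. Incubations ran 30 min at room temperature, with 10 ug/mL donor/acceptor beads.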
PI4K2A inh – inhibitors of human PI4K2A | Q9BTU6 | purified PI4K2A, ADP-Glo luminescence, 1 h; stronger effect = lower value | 420,000 tested, 0.13% active | activity change, negative = inhibition, % at 76.9 µM; in the data active = activity change below about -50%; inconclusive = mostly about -30% to -49%;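 note: -100% = wells without enzyme as full effect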
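Compounds are screened against recombinant PI4K2A using PI as substrate and ATP, the latter dispensed at 300 microM. Reactions run one hour at ambient temperature before ADP-Glo detection; full inhibition defined by wells lacking enzyme.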
rTrxR1 inhibitor – blocks rat thioredoxin reductase 1 | recombinant rTrxR1, NADPH fluorescence consumption, selenite substrate | 390,000 tested, 1% active | O89049 | Potency, µM (series often up to 114 µM), without a hit: at the highest dose activity change, negative = inhibition, usual class: inhibitors; note: potency is the fitted concentration of half-maximal effect; % is set by controls: 0 for no effect and ±100 for the full control effect; nearly all actives have a fitted effect of over 65% in size
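Rat TrxR1 (90 nM in the dispensed reagent) was pre-reduced with 400 uM NADPH for 5 min at room temperature, then incubated with compound for 15 min. After 400 uM selenite was added, NADPH fluorescence (Ex 340/Em 450 nm) was followed for 8 min.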
USP1-UAF1 inh – USP1/UAF1 (human) deubiquitinase inhibition. O94782. Potency, µM (series often up to 57.1 µM), without a hit: at the top dose activity change, negative = inhibition, hits mostly inhibitors. recombinant USP1/UAF1, Ub-Rhodamine cleavage fluorescence. 390,000 tested, 0.23% active. AID 743255; note: potency is the fitted concentration of half-maximal effect; % is set by controls: 0 for no effect and ±100 for the full control effect; nearly all actives have a fitted effect of over 60% in size; inactives centre near -12
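High-throughput fluorogenic screen: 1nM USP1/UAF1 complex, Ub-Rho substrate 150nM final, 50mM HEPES pH 7.8 with 0.5mM EDTA, 0.1 mg/ml BSA, 1mM TCEP and 0.01% Tween-20.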
TrxR1 substrate – is turned over as a substrate by rat TrxR1 | Potency, µM (doses to about 114 µM), without a hit: top-dose activity change, negative = substrate turnover | AID 588456 | 390,000 tested, 0.01% active | purified TrxR1 substrate turnover, NADPH consumption readout; note: potency is the fitted concentration of half-maximal effect; % is set by controls: 0 for no effect and ±100 for the full control effect; nearly all actives have a fitted effect of over 50% in size
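Rat TrxR1, dispensed at 90 nM, was prereduced with 400 uM NADPH (final) for 5 min at ~22 deg C, then incubated with compound 15 min before 400 uM selenite. A first-read NADPH fluorescence drop versus no-compound background flagged substrates.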
Pin1 inhibitor – blocks the human prolyl isomerase Pin1 | Q13526 | Pin1 FP peptide displacement, HiFluor488, 10 min | Potency, µM (doses to about 115 µM), for the others: top-dose activity, negative = inhibition, usual class: inhibitors | 390,000 tested, 0.009% active; active = well fitted inhibition curve with a large enough effect in the polarisation, with a control signal flat, not every such curve was filed as active; inconclusive = small, poorly fitted or top-dose-only effect, or effect the other way, or a change in a side signal; inactive = no such curve, though single readings can be large or run the other way; the % refers to the polarisation; note: potency is the fitted concentration of half-maximal effect; % is set by controls: 0 for no effect and ±100 for the full control effect
Target sequence (Q13526 whole entry, looked up): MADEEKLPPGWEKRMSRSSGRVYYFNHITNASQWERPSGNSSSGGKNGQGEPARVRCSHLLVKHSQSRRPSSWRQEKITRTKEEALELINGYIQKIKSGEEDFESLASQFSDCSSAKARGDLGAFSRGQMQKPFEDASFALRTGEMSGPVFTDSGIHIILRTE
An asterisk follows results filed as active; i = inactive; ? = inconclusive; / = not tested or not shown; [ ] = another dose, or the depositor's remark. Unless noted, calls come from the whole dose curve; as a rule, active = well fitted curve in the direction sought with a large enough effect; inconclusive = small, poorly fitted or top-dose-only effect, or another doubt; inactive = no such curve, though single readings can be large; an effect the other way counts as inactive or inconclusive. Only part of the results is shown, so the mix of outcomes need not match the whole.

entry | molecule | mIDH1 inhibitor | GLS inhibitor | PGK inhibitor | HP1b chromo inh | PI4K2A inh | rTrxR1 inhibitor | USP1-UAF1 inh | TrxR1 substrate | Pin1 inhibitor
1 | CCOC(=O)C(N)CSC1CC(=O)N(c2ccc(OC)cc2)C1=O (configuration not stated) | -3.8% | 0.0% | -8.6% | 26.8% | 2.4 | 11.9% | -12.2% | 4.4% | -6.0%
2 | Cc1ccc(S(=O)(=O)NCC2CCC(C(=O)N(C)Cc3ccccc3)CC2)cc1 (configuration not stated) | -6.5% | -9.9% | i | -14.5% | 3.0 | 17.3%[57.1 µM] | -12.4% | -2.7%[57.1 µM] | 1.6%
3 | COc1ccc(Cl)cc1N1C(=O)CC(N2CCN(S(=O)(=O)c3ccccc3F)CC2)C1=O (configuration not stated) | 7.5% | 0.1% | -11.2% | 31.0%[57 µM] | 1.0 | 8.8%[2.29 µM] | -0.9% | -8.1%[57.1 µM] | 6.5%
4 | COc1ccc(OC)c(NC(=O)C2CC(=O)N(CCc3ccc(F)cc3)C2)c1 (configuration not stated) | -2.7% | 21.7% | 4.1% | 10.5%[57 µM] | 1.3 | 0.4% | -11.3% | -8.6% | ?
5 | Cc1oc2ccc(OC(=O)N3CCOCC3)cc2c1C(=O)OC(C)C | 1.8% | -14.7% | i | 19.7% | -1.2 | -0.8% | 0.1% | -8.9% | -2.5%
6 | Cc1ccc(-c2cn3c(n2)sc2cc(C(=O)NCCCN4CCCCC4)ccc23)cc1 | 9.0% | ? | i | 33.2% | -1.7 | 9.0% | ? | 4.2% | 1.7%
7 | CN(C)S(=O)(=O)c1cc(NC(=O)COC(=O)Cc2ccc(Br)cc2)ccc1Cl | 7.3% | -3.9% | 5.0% | 35.8% | 7.6 | -9.9% | -26.7% | -5.1% | -5.9%
8 | O=C(CSc1nnc(-c2ccccc2)n1-c1ccccc1)c1ccc[nH]1 | -0.4% | 0.2% | 1.9% | 30.2% | -3.4 | -12.2% | -14.1% | -9.8% | 4.4%
9 | CCO[C@@H]1OC(C(=O)Nc2ccccc2)=C[C@H](c2ccc3c(c2)OCO3)[C@H]1CCCO | ? | -2.8% | 9.4% | 35.6% | -1.0 | 14.2% | -21.4% | 1.8% | -3.9%
10 | CC(=O)N(c1cccc(C(F)(F)F)c1)c1nc(/C=C/C(=O)O)cs1 | 0.0% | -2.1% | 2.6% | 41.2%[activator] | 4.0 | 3.6% | -19.3% | 6.6% | -3.6%
11 | CCC(C(=O)Nc1ccc2c(c1)OCCO2)n1c(=O)[nH]c2ccccc2c1=O (configuration not stated) | 0.7% | 1.1% | -5.0% | 54.3%[activator] | -0.4 | 7.0% | -12.9% | 7.0% | -10.6%
12 | Cc1ccc(OCc2ccccc2C)c([N+](=O)[O-])n1 | -1.2% | 13.6% | 12.1% | 4.8% | 0.1 | -0.3% | 2.8% | 0.1% | -9.9%
13 | COc1ccc(C(=O)Nc2ccccc2C(=O)N(Cc2ccco2)C(C(N)=O)C(C)C)cc1 (configuration not stated) | 7.6% | 0.2% | -0.2% | 31.3% | -6.7 | 5.1% | -14.5% | 9.7% | 0.2%
14 | CCS(=O)(=O)c1nc(S(=O)(=O)c2ccc(C)cc2)c(NCCCN2CCOCC2)s1 | -5.8% | -5.2% | i | 56.7%[activator] | 4.4 | 1.9% | -10.5% | -9.7% | -2.4%
15 | COc1ccc(C2c3c(oc4ccccc4c3=O)C(=O)N2Cc2ccncc2)cc1OC (configuration not stated) | 5.4% | -1.7% | -1.3% | 26.3% | -4.2 | -17.2% | -8.4% | -14.9% | ?
16 | CCN(CC)S(=O)(=O)c1ccc2c(c1)nc(CN(C)C(=O)Nc1ccc(Cl)cc1)n2C | 11.6% | -3.7% | -21.5% | 31.0% | -4.3 | 15.6%[57.1 µM] | -13.0% | 6.5%[57.1 µM] | 0.5%
17 | CC1(C)CC(=O)C2=C(C1)NC(=O)CC2c1cc2c(cc1Br)OCO2 (configuration not stated) | -1.1% | 1.6% | 10.5% | 42.2%[activator] | 0.7 | -19.9% | 4.9% | -9.9% | -1.2%
18 | O=C(CCn1cccn1)Nc1ccc(Br)cc1F | -8.4% | 13.9% | 9.7% | -9.1% | 1.2 | 16.0%[57.1 µM] | -12.1% | 4.3%[57.1 µM] | 0.1%
19 | Cc1nn(CCO)c2ncc(C(=O)c3cc(F)ccc3O)cc12 | 1.4% | 15.2% | 2.7% | 13.5% | 0.2 | 15.8%[57.1 µM] | -13.7% | 5.5%[57.1 µM] | 5.9%
20 | CCOC(=O)CC[C@H](NC(=O)Cn1cnc2c(NCc3ccccc3)ncnc21)C(=O)OCC | -2.6% | 0.1% | 3.2% | 28.2% | -2.8 | 16.0% | -7.1% | -1.6% | 2.3%
21 | CCN(CC(=O)Nc1cc(OC)ccc1OC)Cc1nc2ccccc2c(=O)[nH]1 | 4.4% | 1.0% | 4.3% | 38.3% | 2.6 | -1.5%[57.1 µM] | -1.3% | 6.4%[57.1 µM] | -3.3%
22 | O=C(N/N=C\c1ccccc1F)c1ccc(-c2ccccc2)cc1 | 9.8% | -4.9% | -3.1% | 78.7%[activator] | -7.1 | 7.6% | -14.0% | -1.7% | -5.8%
23 | Cc1ccc(-n2nc3c(=O)n(CC(=O)NCCC(C)C)nc(C)c3c2C)cc1 | -23.9% | 0.6% | -0.6% | 25.6% | 3.2 | 28.2% | -2.0% | 12.5% | -3.9%
24 | C=CCSc1nnc(NC(=O)CCNC(=O)c2ccccc2Cl)s1 | -5.1% | -7.5% | -6.3% | / | 3.4 | / | -9.8% | / | /
25 | COc1ccc(N(CC(=O)NCc2ccc3c(c2)OCO3)S(=O)(=O)c2c(C)nn(C)c2C)cc1 | -8.4% | -1.0% | 6.5% | 23.7% | 2.4 | 14.8%[57.1 µM] | -10.0% | 2.3%[57.1 µM] | 2.1%
26 | CC1CCN(S(=O)(=O)c2ccc(C(=O)Nc3nnc(-c4ccco4)o3)cc2)CC1 | -4.0% | 0.0% | 0.0% | 24.8% | -9.9 | -32.3% | -3.2% | -15.5% | -0.2%
27 | Cc1cc(C)n2nc(C(=O)Nc3ccc(S(=O)(=O)N(C)C)cc3)nc2n1 | 1.9% | -10.2% | -2.1% | 31.0% | -7.3 | 29.8% | -11.6% | 2.9% | -2.5%
28 | CCn1cnc2c1c(=O)n(CC(=O)N1CCc3ccccc31)c(=O)n2Cc1ccccc1 | -2.8% | -6.3% | 6.9% | 10.2% | 5.1 | 19.0% | -11.6% | 0.3% | 13.8%
29 | O=C(O)CCN1C(=O)C2C3CC(C2C1=O)C1C(c2ccccc2)c2sc(=O)[nH]c2SC31 (configuration not stated) | 0.8% | 30.4% | 4.5% | 18.7% | -8.0 | 22.8% | -27.9% | 3.6% | ?
30 | COc1ccc(N2C(=O)CSC2c2cccs2)cc1 (configuration not stated) | -0.7% | 10.5% | -1.6% | 11.7% | 2.7 | -13.2% | -5.9% | -13.9% | -9.2%
31 | COc1cc(OC)cc(C(=O)OCn2nnc3ccccc3c2=O)c1 | 2.0% | 1.5% | 2.8% | 28.4% | -2.9 | 8.0%[57.1 µM] | -11.7% | 10.1%[57.1 µM] | 0.4%
32 | Cc1c(C2C(C#N)=C(N)OC3=C2C(=O)CCC3)cnn1C (configuration not stated) | 2.2% | 11.8% | i | 24.4% | 2.3 | -23.4% | -19.5% | -2.7% | -7.1%
33 | Cc1ccc(C(C)NC(=O)C2CCCC2)cc1C (configuration not stated) | 3.5% | 2.2% | -1.6% | 34.4%[activator] | 3.8 | 13.1% | -6.2% | -0.9% | 1.0%
34 | O=C(COc1ccccc1)N1CCN(c2ncccn2)CC1 | -4.9% | 5.9% | -4.3% | -6.1% | -3.6 | 6.2% | 3.6% | 8.4%[57.1 µM] | 5.6%
35 | O=C(NC12CC3CC(CC(C3)C1)C2)c1ccccc1O | 2.8% | 35.9%[activator] | -1.4% | 2.4% | -4.3 | 12.8%[57.1 µM] | -21.7% | 18.6%[57.1 µM] | ?
36 | CCOC(=O)c1ccc(NC(=O)CCc2c(C)nc3c(-c4ccc(F)cc4)c(C)nn3c2C)cc1 | -4.3% | 1.1% | -7.6% | 17.9% | 0.5 | 32.9% | -4.5% | 3.3% | 2.3%
37 | COC(=O)c1ccc(NC(=O)COc2ccc3c(c2)OCO3)cc1 | -15.4% | 0.1% | 3.7% | 119.3%[activator] | -5.0 | -9.1%[57.1 µM] | 4.3% | -7.1%[57.1 µM] | 6.3%
38 | Cc1ccc(/C=N/n2c(-c3cccnc3)n[nH]c2=S)s1 | 2.4% | -15.1% | -7.5% | -8.9% | 8.2 | ? | -8.2% | -18.3% | -1.4%

Two records picked at random from those above:
entry | molecule | mIDH1 inhibitor | GLS inhibitor | PGK inhibitor | HP1b chromo inh | PI4K2A inh | rTrxR1 inhibitor | USP1-UAF1 inh | TrxR1 substrate | Pin1 inhibitor
34 | O=C(COc1ccccc1)N1CCN(c2ncccn2)CC1 | -4.9% | 5.9% | -4.3% | -6.1% | -3.6 | 6.2% | 3.6% | 8.4%[57.1 µM] | 5.6%
32 | Cc1c(C2C(C#N)=C(N)OC3=C2C(=O)CCC3)cnn1C (configuration not stated) | 2.2% | 11.8% | i | 24.4% | 2.3 | -23.4% | -19.5% | -2.7% | -7.1%
